Screening results as filed in PubChem BioAssay.
LGR2 inh = inhibitors of bursicon-induced Drosophila LGR2 receptor cAMP signaling | HEK293 LGR2, CRE-luciferase, bursicon-stimulated, 4 h | inhibition, % at 9.99 µM | 380,000 tested, 0.35% active;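 active = drop in luminescence signal, shown as inhibition above about 50% in the replicate tests, limit read from the data, passing the limit was not always enough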;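 note: agonist challenge used bursicon conditioned medium at about half maximal strength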
Cneo AK release = Cryptococcus neoformans lysis via adenylate kinase release; C. neoformans lysis, adenylate kinase release luminescence, 4 h; normalised: neutral wells 0, clomiphene wells 100; lysis activity, % at 15 µM; AID 651654; 360,000 tested, 0.2% active;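 active = mean lysis activity across replicates of at least 80%, whatever share of replicates individually reach that level; inactive = mean lysis activity below 80%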
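Test system: log-phase Cryptococcus neoformans yeast cells; Quantity: yeast cell density of 5 × 10^6 cells/mL; Buffer or medium: YPD; Doses: single compound concentration per well; Timing: 4 h at 37 °C static, read 1 h later; Measured by: AK luminescence; Read-out basis: lysis from increased AK signal; Control set: Clomiphene as positive control.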
EWS-Fli block = EWS/Fli transcriptional activity inhibition | 350,000 tested, 0.67% active | AID 651661 | A673 NR0B1-luciferase reporter, viability-normalised | inhibition, % at 12.6 µM;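 active = mean inhibition of at least 50% after viability correction, with every replicate also passing that limit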;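 note: firefly luciferase signal divided by Alamar Blue viability fluorescence both relative to DMSO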
FN deposition inh = fibronectin deposition inhibition. AH1F fibroblasts, Alexa488-fibronectin deposition fluorescence, overnight. inhibition, % at 12.6 µM. 350,000 tested, 0.086% active;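 active = mean inhibition across replicates of 30% or more, regardless of how many single replicates reach that level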;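 note: positive control wells lacked labelled fibronectin entirely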
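Assay system: AH1F fibroblasts / Quantity: 10000 cells per well / Medium: DMEM plus 2% serum, read in PBS / Reagent: labelled fibronectin 24 nM / Dosing: single dose, pinned / Times: 1 h cell attachment, overnight exposure to compound and label / Signal: fluorescence, ex 485 nm, em 525 nm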
miR-122 sensor = miR-122 inhibition in Huh7 cells | 340,000 tested, 0.3% active | AID 602342 | activation (reporter increase), % at 12.5 µM | Huh7 miR-122 Renilla luciferase sensor, 48 h; neutral wells = 0, positive control = 100;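 active = mean replicate activation score at least 90 and every replicate individually at or above 90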;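 note: higher luciferase means less miR-122 activity so hits act as miR-122 inhibitors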
CASP6 VEID inh = caspase-6 (human) enzyme inhibition | P55212 | purified caspase-6, Z-VEID-R110 cleavage fluorescence | inhibition, % at 12.5 µM | 350,000 tested, 0.53% active | AID 686996;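 active = mean inhibition across replicates at least about 35%, with every replicate also reaching that limit, limit read from the data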;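 note: 0% = median of neutral control wells and 100% = no fluorescence left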
Target sequence (P55212 24-179 limits assumed): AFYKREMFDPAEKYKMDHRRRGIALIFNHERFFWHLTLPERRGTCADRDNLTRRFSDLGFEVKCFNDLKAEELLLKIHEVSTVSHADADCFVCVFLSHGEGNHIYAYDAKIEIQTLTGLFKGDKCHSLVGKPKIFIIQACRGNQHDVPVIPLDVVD
Target sequence (P55212 194-293 limits assumed): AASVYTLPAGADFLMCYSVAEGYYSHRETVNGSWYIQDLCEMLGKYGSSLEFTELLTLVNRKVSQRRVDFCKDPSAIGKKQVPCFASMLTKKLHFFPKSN
PAX8 reporter = PAX8 transcriptional activity inhibition. RMG-I TPO-luciferase reporter, SteadyGlo, 24 h. inhibition, % at 12.6 µM. 360,000 tested, 1.2% active. AID 652154;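 active = mean replicate inhibition at least 60% with every replicate also reaching 60%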;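 note: luciferase light reporting Pax8 driven TPO promoter activity; plate controls were median of neutral control wells for no effect and mitoxantrone controls for full effect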
PGC1a acetyl inh = PGC1a acetylation modulation, inhibitor mode; U2OS PGC1a acetylation, AlphaScreen anti-acetyl-lysine; with virally co-expressed GCN5 acetyltransferase; inhibition, % at 15.6 µM; 350,000 tested, 0.17% active;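 active = every replicate shows inhibition of at least 40%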;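 note: 0% = neutral control wells and 100% = positive control wells; some results beyond the cut were filed as inactive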
Starred values were filed as active, the others as inactive; . = no result given; [ ] = remark or other dose. Outcome played no part in choosing rows (roughly 2.5% active in at least one column).

SMILES	LGR2 inh	Cneo AK release	EWS-Fli block	FN deposition inh	miR-122 sensor	CASP6 VEID inh	PAX8 reporter	PGC1a acetyl inh
C[C@H](CO)N1C[C@H](C)[C@H](CN(C)S(C)(=O)=O)Oc2ccc(NC(=O)c3ccncc3)cc2CC1=O	10	-8	-5	.	-1[16.7 µM]	2	-5	6
CCC(=O)Nc1cccc(NC(=O)c2cccc([N+](=O)[O-])c2C)c1	-28	.	-5	3	.	5	15	.
O=C(NCCc1ccccc1)c1ccc(-c2cccnc2)c2ccoc12	-66	-1	-74	9	-3	5	-200	-8
O=C(Cc1ccccc1)n1nc(-c2ccco2)nc1SCc1ccccc1	.	-5	.	-12	-5	.	-75	.
Cn1c2ccc(CC(=O)O)cc2c2cc(CC(=O)O)ccc21	.	-4	.	3	4	.	.	0
COc1ccc(-n2nnnc2SCC(=O)Nc2nnn(C)n2)cc1	-12	-1	.	-1	11	.	.	-11
COC(=O)c1c(NC2=NS(=O)(=O)c3ccccc32)sc2c1CCC(C(C)(C)C)C2 (configuration not stated)	12	-2	10	11	-16	0	-5	0
CC(C)C(=O)c1cc2c(cc1NC(=O)c1ccccc1)OCCO2	15	5	.	-4	-2	.	.	0
COc1ccc(C#Cc2ccc([C@H]3[C@H](CO)N4C(=O)CN(C(=O)c5ccccc5)C[C@@H]34)cc2)cc1	3	.	1	.	.	2	-18	3
Cc1sc(NC(=O)c2ccco2)c(C(c2cccnc2)N2CCN(c3ccc(F)cc3)CC2)c1C (configuration not stated)	-1	1	3	-2	-18	-1	38	15
CN(CC(=O)Nc1cccc(Cl)c1)S(=O)(=O)/C=C/c1ccccc1	2	7	0	.	10	-2	3	-21
COc1ccc(C(=O)NNC(=S)NC(=O)c2ccccc2)cc1	1	1	19	-6	.	-7	4	.

Quoted at random: four compounds from above
SMILES	LGR2 inh	Cneo AK release	EWS-Fli block	FN deposition inh	miR-122 sensor	CASP6 VEID inh	PAX8 reporter	PGC1a acetyl inh
CC(C)C(=O)c1cc2c(cc1NC(=O)c1ccccc1)OCCO2	15	5	.	-4	-2	.	.	0
C[C@H](CO)N1C[C@H](C)[C@H](CN(C)S(C)(=O)=O)Oc2ccc(NC(=O)c3ccncc3)cc2CC1=O	10	-8	-5	.	-1[16.7 µM]	2	-5	6
COc1ccc(C#Cc2ccc([C@H]3[C@H](CO)N4C(=O)CN(C(=O)c5ccccc5)C[C@@H]34)cc2)cc1	3	.	1	.	.	2	-18	3
COc1ccc(C(=O)NNC(=S)NC(=O)c2ccccc2)cc1	1	1	19	-6	.	-7	4	.

Next part:
SMILES	LGR2 inh	Cneo AK release	EWS-Fli block	FN deposition inh	miR-122 sensor	CASP6 VEID inh	PAX8 reporter	PGC1a acetyl inh
CSCC[C@H](N)C(=O)N1CCC(C(=O)N[C@H](C)C(=O)Nc2ccc(C(C)C)cc2)CC1	-11	0	6	-1	3	-18	-15	-1
CCCCC(=O)NC(Nc1sc2c(c1C(N)=O)CCCC2)(C(=O)OCC)C(F)(F)F (configuration not stated)	0	0	.	-7	-2	.	5	.
Cc1cc(C)nc(SCc2ccc(C(=O)NNC(=O)Nc3cccc(Cl)c3)cc2)n1	34	4	.	-4	43	.	22	12
C[C@H](CO)N1C[C@H](C)[C@H](CN(C)CC2CCCCC2)Oc2c(NC(=O)Nc3ccc(F)cc3)cccc2C1=O	12	-10	17	-3	28[16.7 µM]	-2	-3	-9
c1cnc(SCCCOc2ccc3ccccc3c2)nc1	.	-1	.	-1	1	.	-182	-5
COCCn1c(C)cc(C(=O)CSc2ncnc3sc4c(c23)CCC4)c1C	.	2	.	7	10	.	15	-20
CCCC(=O)Oc1ccc(C2NC(=O)c3ccccc3O2)cc1OC (configuration not stated)	1	-4	21	4	3	-1	13	7
O=C(C1CCC1)N1CCN(c2ccnc3cc(Cl)ccc23)CC1	1	.	3	3	.	0	7	.
COC(C(=O)Nc1ccc(S(=O)(=O)Nc2c(C)cccc2C)cc1)c1ccccc1 (configuration not stated)	32	3	-8	-3	-16	-5	-1	.
COc1ccccc1NC(=O)CSc1nnc(CNC(=O)c2ccco2)o1	.	16	.	7	11	.	11	1
COc1ccc(S(=O)(=O)NCC(c2ccc3c(c2)OCO3)N2CCOCC2)cc1C (configuration not stated)	6	.	2	1	.	2	-25	.
COc1cccc(CNC(=O)C[C@@H]2CC[C@H]3[C@H](COc4ccc(NC(C)=O)cc4C(=O)N3C)O2)c1	-9	-2	-3	-16	-37[16.7 µM]	.	-5	12
CCN(c1ccccc1)S(=O)(=O)c1ccc(OC)c(NC(=O)c2cc(Cl)ccn2)c1	3	.	5	6	.	-1	.	.
Nc1c2c(nc3sc4c(c13)CCCC4)CCCCCC2	-13	-1	-5	9	-2	1	-13	0
CC(=O)c1ccccc1OCCOCCOCCOc1ccccc1C(C)=O	-1	1	13	-12	-3	4	-8	-8
COc1ccc(-c2nnc(SCc3ccc(C(=O)O)cc3)o2)cc1OC	4	-2	8	6	-2	2	-9	5
COc1ccc(Br)cc1CN(C)CC(=O)Nc1cccc(S(N)(=O)=O)c1	-3	.	-4	-1	.	1	-8	8
O=C(COC(=O)/C=C/c1ccccc1Cl)Nc1cccnc1Cl	-7	0	-1	11	.	-2	-3	.
COc1ccc(CN2CSC(=S)N(Cc3ccccc3)C2)cc1	-5	-2	.	-1	-8	-8	-2	-26
Cn1c(C(=O)N[C@@H](C(=O)O)c2ccccc2)cc2cc(F)ccc21	1	.	10	3	.	4	0	.
CS(=O)(=O)N1CCCC(C(=O)NCc2ccco2)C1 (configuration not stated)	-8	1	-6	.	4	2	.	9
COc1ccc(-c2cnnn2-c2ccc(N)cc2)cc1OC	-22	1	.	5	2	.	.	5
CCN(c1ccc(C)c(C)c1)S(=O)(=O)c1ccc2c(c1)CCN2C(=O)CCC(=O)O	-29	.	8	.	.	-1	.	8
COc1ccccc1C(=O)NCC(=O)Nc1ccc2c(c1)OCO2	-9	0	0	-1	.	3	-11	.
O=C(O)COc1ccc(C(NC(=O)c2c(F)cccc2F)NC(=O)c2c(F)cccc2F)cc1	6	3	10	8	-12	1	5	6
O=C(COc1ccc2ccc(=O)oc2c1)NCC(O)c1ccccc1 (configuration not stated)	9	0	-3	3	1	6	-13	-6
CC(C)Oc1ccc(CNC(=O)c2cc(S(=O)(=O)N3CCOCC3)cn2C)cc1	13	2	.	-27	-5	0	9	7
O=C(CSc1ccccc1)NC1CC1	-8	1	-3	0	3	1	-11	.
COc1ccc(Cl)cc1NS(=O)(=O)c1cccc(C(=O)NCC(C)(C)N2CCOCC2)c1	-10	1	-16	1	9	-84	11	4
C=CCN=C1NC(c2cccc(Cl)c2)C(C(=O)OC)=C(C)N1Cc1cccc(C(F)(F)F)c1 (configuration not stated)	49	.	-2	11	.	-8	-6	.
C[C@@H]1CCCCO[C@@H](CN(C)Cc2ccc(C(=O)O)cc2)[C@H](C)CN([C@H](C)CO)C(=O)c2cc(N(C)C)ccc2O1	3	.	3	-1	-1[16.7 µM]	.	-8	11
CCOc1ccccc1NC(=O)CSc1cn[nH]n1	-40	-1	1	.	.	1	-7	-72
CCn1cc(CNC(=O)C2CCC(=O)N(C3CCCCCC3)C2)cn1 (configuration not stated)	-6	1	-24	.	.	-1	-15	.
Cc1ccc(S(=O)(=O)N2C[C@H]3C(=O)C[C@@H](c4cccc5ccccc45)N(S(=O)(=O)c4ccc(C)cc4)[C@H]3C[C@H]2c2ccc(Cl)cc2)cc1	5	-3	2	-3	1	-3	-8	9
CO[C@H]1CN(C)C(=O)c2cc(NC(=O)c3ccccc3F)ccc2OC[C@H](C)N(CC2CC2)C[C@H]1C	10	-33	1	-4	.	2	17	-8
CCOC(=O)c1ccc(NS(=O)(=O)c2ccc3c(c2)oc(=O)n3C)cc1	-17	1	4	17	0	0	-6	3
COCCN=c1scc(-c2cc(OC)c(OC)c(OC)c2)n1/N=C/c1c(C)[nH]c2ccccc12	.	-1	-4	4	-5	1	26	-22
C/C=C/c1ccc([C@H]2[C@@H](CO)N(C(=O)CC3CC3)C23CN(S(C)(=O)=O)C3)cc1	7	.	11	.	.	2	-9	-1
CC(C)NC(=O)Nc1ccc2c(c1)C(=O)N([C@H](C)CO)C[C@H](C)[C@H](CN(C)C)OCCCC[C@H](C)O2	8	0	.	-7	6[16.7 µM]	-5	-5	-2
Nc1cc(Cl)cc2c1-c1ccc(Cl)cc1C2	.	-1	-2	-3	12	1	-60	-11
COc1ccc(CN(C)C[C@H]2OCCCC[C@@H](C)Oc3ccc(NC(=O)Nc4cccc5ccccc45)cc3C(=O)N([C@H](C)CO)C[C@H]2C)cc1	3	56	72*	.	-1[16.7 µM]	-2	22	-4
CCNC(=O)C[C@H]1CC[C@H]2[C@@H](COc3ccc(NC(=O)c4ccccc4)cc3C(=O)N2C)O1	-1	3	4	-9	-50[16.7 µM]	2	2	1
COC(=O)c1ccccc1SC1CC(=O)N(c2ccccc2)C1=O (configuration not stated)	-1	.	6	9	.	-1	12	.
O=C(CN1C(=O)CC(c2ccccc2)=Nc2ccccc21)NCc1ccco1	.	5	.	3	-9	.	27	-11
COc1ccc(C(=O)CSc2nnc(Cn3cnc4ccccc43)o2)cc1	.	2	.	6	-12	.	-12	-11
Cc1noc(C)c1NC(=O)N(C)C[C@H]1Oc2ccc(NC(=O)Nc3cccc4ccccc34)cc2CC(=O)N([C@@H](C)CO)C[C@H]1C	-1	-2	-5	0	4[16.7 µM]	3	3	5
COC(=O)[C@]12C[C@H](CC(=O)N3CCCC3)C(=O)N(Cc3ccccc3)C1=C[C@H](C(C)C)O[C@@H]2C1CC1	1	.	-2	-6	.	-1	0	.
O=C(Cc1ccncc1)NCC[C@@H]1CC[C@@H](NC(=O)C2CC2)[C@@H](CO)O1	-16	-2	-4	-5	.	1	1	-5
CCCn1c(N)c(C(=O)CSc2nncs2)c(=O)[nH]c1=O	-2	0	-5	.	1	1	-11	1
CCOC(=O)C1(CCOc2ccccc2)CCN(Cc2cccc3nonc23)CC1	-1	0	0	11	18	2	2	.
CC1CCc2sc(C(=O)NNC(=S)NC3CC3)cc2C1 (configuration not stated)	-5	0	.	.	0	3	-68	9
COc1ccc(OC)c(NC(=O)C2CCN(Cc3cnn(-c4ccccc4)c3-n3cccc3)CC2)c1	.	3	.	4	-3	.	-6	-15
C[C@@H]1CN([C@H](C)CO)C(=O)c2cccc(NC(=O)c3ccncc3)c2O[C@H]1CN(C)C	12	0	-4	.	0[16.7 µM]	-1	0	-1
CN1C(C(=O)NCc2ccc(OC(F)(F)F)cc2)CC2Cn3c(nc4ccccc43)C21 (configuration not stated)	-12	-3	-3	-12	1	-1	1	10
Cc1ccc(-c2ccc(OCC(=O)N3CCOCC3)cc2)cc1	.	-5	.	2	37	.	.	2
COC(=O)[C@H](NC(=O)c1cc([C@@H](NC(=O)OC(C)(C)C)C(C)C)sc1N)C(C)C	5	.	3	.	.	-5	6	.
Cc1cc(=O)oc2cc(OC(C)C(=O)N3CCOCC3)c(Cl)cc12 (configuration not stated)	-14	0	8	4	-9	1	5	-3
O=C(C[C@H]1CC[C@H]2[C@@H](COC[C@@H](O)CN2Cc2ccccc2F)O1)N[C@@H]1CCN(Cc2ccccc2)C1	1	-5	6	-4	-1[16.7 µM]	0	32	-3
S=C(NCc1ccco1)NCC1CCCO1 (configuration not stated)	14	0	-1	.	-8	1	16	7
Cc1nc2ncnn2c(C)c1Cc1c(Cl)cccc1Cl	.	-1	.	-1	3	.	21	-4
CCOC(=O)C1=CN(CC2CCCCC2)CCC1=O	-16	2	-5	-2	-2	5	13	8
